Assay outcomes deposited in PubChem by National Center for Advancing Translational Sciences (NCATS).
aSyn rescue: alpha-synuclein toxicity inhibition in yeast. Potency, µM (highest dose often 46.1 µM), for the others: at the highest dose growth rescue (activation), hits mostly activators. AID 652106. 0.14% of 370,000 active. Yeast expressing alpha-synuclein, growth rescue, BacTiter-Glo, 24 h; also: potency is read from the fitted curve at half-maximal effect; % of control where 0% means no effect; nearly all actives have a fitted effect of over 65% in size
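Rescue of yeast growth: cells expressing toxic alpha-synuclein, induced in galactose at OD600 0.02, incubated with compound 24 h at 30 C. ATP luminescence quantified growth; inhibitors of toxicity appear as activators.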
TDP43 rescue: TDP-43 toxicity inhibition in yeast. TDP-43 expressing yeast growth rescue, BacTiter-Glo, 24 h. Potency, µM (doses to about 46.1 µM), without a hit: at the highest dose growth rescue (activation), most hits filed as activators. 1.8% of 410,000 active. AID 652104; also: potency is read from the fitted curve at half-maximal effect; % of control where 0% means no effect; nearly all actives have a fitted effect of over 50% in size
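Luminescence from BacTiter-Glo reports growth of TDP-43-expressing yeast after 24 hr at 30 deg C with compound. Cells were raffinose-pregrown to mid-log, then seeded in galactose medium at OD600=0.02.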
EPAC2 ag: activates human EPAC2 exchange factor; Q8WZA2; EPAC2 activation, biochemical qHTS; response scale: 100% = 6.5 mM cAMP response; Potency, µM (titrated, usually from 154 µM), without a hit: top-dose activation, hits mostly activators; 0.079% of 360,000 active; also: potency is read from the fitted curve at half-maximal effect; nearly all actives have a fitted effect of over 50% in size
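Setup: EPAC2 100 nM, labeled Rap1B complex 250 nM, free GDP 50 uM. Compound titrations pinned in, brief spin, 5 min room temperature incubation. Kinetic fluorescence read over 30 min, normalized to 6.5 mM cAMP.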
Abeta rescue: restores growth of yeast expressing A-beta42 peptide. yeast expressing A-beta42, growth rescue, OD600, 48 h; response scale: 0% DMSO, 100% iron-clioquinol control. Potency, µM (doses to about 46.1 µM), inactives show top-dose growth rescue, usual class: activators. 0.063% of 410,000 active. AID 1347071; also: potency is read from the fitted curve at half-maximal effect; nearly all actives have a fitted effect of over 55% in size
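Growth rescue measured by 600 nm absorbance after 48 h yeast culture at 30 C with compound. Values normalized between DMSO and an equimolar ferric chloride plus clioquinol control.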
EPAC2 antag: antagonists of human EPAC2; Q8WZA2; EPAC2 GEF exchange of Rap1B-BODIPY-GDP, fluorescence; Potency, µM (series often up to 114 µM), without a hit: at the highest dose activity, negative = inhibition, hits mostly inhibitors; 0.18% of 360,000 active; also: potency is read from the fitted curve at half-maximal effect; % is scaled to controls: 0 for no effect and ±100 for the full control effect; nearly all actives have a fitted effect of over 45% in size; many of its hits are not listed in these tables
D3 antag: blocks the human D3 dopamine receptor; P35462; D3R cells, DiscoveRx beta-arrestin luminescence, antagonist mode; hits give low values; max response, negative = inhibition, %; 2.5% of 360,000 active; AID 652054; in the data active = max response below about -50%; inconclusive = no clear call, values can overlap the other calls; also: % is scaled to controls: 0 for no effect and ±100 for the full control effect; mostly tested at two doses, the higher about 12 µM
Target sequence (P35462 whole entry, looked up): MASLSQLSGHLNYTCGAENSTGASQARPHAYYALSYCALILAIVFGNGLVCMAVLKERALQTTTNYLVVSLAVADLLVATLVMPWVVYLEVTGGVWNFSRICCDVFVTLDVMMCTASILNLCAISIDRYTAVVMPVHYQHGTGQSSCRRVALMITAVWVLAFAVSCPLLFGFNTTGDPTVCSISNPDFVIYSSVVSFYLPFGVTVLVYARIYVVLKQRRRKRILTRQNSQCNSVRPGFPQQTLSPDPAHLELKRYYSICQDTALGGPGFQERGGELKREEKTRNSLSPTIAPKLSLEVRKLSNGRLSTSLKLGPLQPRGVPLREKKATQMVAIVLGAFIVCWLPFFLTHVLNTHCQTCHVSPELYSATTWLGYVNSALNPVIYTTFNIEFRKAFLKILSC
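Cells plated overnight at 1500 cells/well, then exposed to library compounds with dopamine controls for 90 minutes at 37 degrees C. DiscoveRx reagent added for 30–60 minutes at room temperature; luminescence read, quantitative HTS format.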
FUS yeast rescue: FUS proteinopathy suppression in yeast; S. cerevisiae FUS-expressing, growth rescue, OD600, 24 h; 0.24% of 390,000 active; Potency, µM (doses to about 76.6 µM), inactives show at the top dose growth rescue (activation), hits mostly activators;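 also: potency is read from the fitted curve at half-maximal effect; plate controls were DMSO vehicle for no effect and reference control for full effect; nearly all actives have a fitted effect of over 55% in size; some results filed as inactive show a strong effect at the top dose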
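Steps: raffinose overnight preculture; dilution to OD 0.005 in 2% galactose minimal medium; compound addition (concentration series); 24hr at 30C, 99% humidity; absorbance read at 600 nm.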
DRD3 agonist: agonists of human D3 dopamine receptor. D3R DiscoveRx beta-arrestin cells, luminescence, 90 min. AID 652048. max activation, %. P35462. 0.58% of 410,000 active; in the data active = max activation above about 30%; also: 0% is about no effect; mostly tested at two doses, the higher about 12 µM
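Agonist mode: compounds and dopamine controls were applied to plated cells for 90 min at 37 degrees C after an overnight attachment at 1500 cells/well. Luminescent read-out followed 30 - 60 minutes at room temperature with DiscoveRx detection reagent.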
* = called active by the depositor; u = inconclusive; x = no result given; & = joins results of further samples; [ ] = another dose, or the depositor's remark. Unless noted, calls follow the shape of the dose curve; as a rule, active = well fitted curve in the direction sought with a large enough effect; inconclusive = small, poorly fitted or top-dose-only effect, or another doubt; inactive = no such curve, though single readings can be large; an effect the other way counts as inactive or inconclusive. These rows are one share of the data, so the mix of outcomes need not match the whole.

SMILES	aSyn rescue	TDP43 rescue	EPAC2 ag	Abeta rescue	EPAC2 antag	D3 antag	FUS yeast rescue	DRD3 agonist
CC1=C(C(=O)N(C(C)C)C(C)C)CC(CC(=O)NCCc2ccccn2)C(=O)N1Cc1ccccc1 (stereo unspecified)	-7%	12%	4%	-3%	0%	25	-22%	-1
COc1ccc(S(=O)(=O)c2c(Nc3cccc(C)c3C)sc(C(=O)c3ccccc3)c2N)cc1	x	22%	x	-2%	x	x	45%	-6
COc1cccc(OC)c1C(=O)NCCc1csc(-c2ccc(Cl)cc2)n1	x	22µM*	x	-18%	x	x	33%	13
O=C(NCc1ccccc1F)c1ccc(S(=O)(=O)N2CCCC2)cc1	6%	11%	3%	1%	0%	10	10%	2
CCN(Cc1ccccc1)C(=O)c1cnn(-c2ccc(F)cc2)c1-n1cccc1	8%	35µM*	x	-22%	x	x	6%	6
O=C1OCCN1C(=O)[C@H]1[C@H](c2ccc([N+](=O)[O-])cc2)C(c2cccc(Cl)c2)=NN1c1ccc(Br)cc1	7%	16%	2%	u	5%	40	17%	15
COc1ccc(CCNC(=O)CCc2c(C)nc3c(c(C)nn3-c3ccc(C)c(C)c3)c2C)c(OC)c1OC	x	-1%	x	-4%	x	x	-22%	7
COc1ccc(Br)cc1C(=O)NC(=S)Nc1cc(-c2nc3ccccc3[nH]2)ccc1C	-41%[inhibitor]	20%	-1%	-36%[inhibitor]	3%	1	u	2
CC(=O)c1ccccc1NC(=O)CN1C(=O)CS/C1=C\c1nc(-c2ccc(C)cc2)cs1	-5%	0%	3%	-3%	6%	4	14%	-1
Cc1ccccc1NC(=O)CN1C(=O)c2cccnc2Oc2ccc(Cl)cc21	2%	-21%	1%	-15%	16%	2	46%	-8
O=C(CSc1nnc(CNC(=O)c2ccc(F)cc2)o1)NCC1CCCO1 (stereo unspecified)	-1%	5%	4%	-2%	-2%	-6	x	4
CCCC(=O)NCCc1cc2c(C)ccc(C)c2[nH]c1=O	-2%	3%	23%	-6%	4%	-4	-24%	-5
CC(=O)N1CCc2cc(S(=O)(=O)CCC(=O)N3CCN(c4cccc(C)c4C)CC3)ccc21	x	0%	x	-17%	x	x	1%	1
COc1ccc(CCN=C(N)Nc2nc(C)cc(C)n2)cc1	-7%	x	7%	-2%	6%	-6	21%	-9
Cc1cc(C)c2[nH]c(=O)c(CN(Cc3ccc4c(c3)OCO4)Cc3nnnn3C3CCCC3)cc2c1	2%	-17%	11%	-7%	-3%	10	14%	-3
COC(=O)c1c(-c2cccs2)csc1NC(=O)c1ccc(OC)c(OC)c1	x	-6%	x	-14%	x	x	3%	24
Cc1ccc(Nc2sc(C(=O)c3ccccc3)c(N)c2S(=O)(=O)c2ccccc2)cc1Cl	x	18%	x	-5%	x	x	-8%	2
Cc1cccc(OCC(=O)NCC2(N3CCN(C)CC3)CCCCC2)c1	x	5%	x	3%	x	x	-6%	-6
O=C(CN1c2cccc3cccc(c23)S1(=O)=O)NC1CCCCC1	22%	2%	-2%	13%	0%	15	16%	2
CC(=O)Nc1nc(-c2ccc(Br)s2)cs1	0%	4%	-2%	0%[9.22 µM]	7%	15	-24%	4
NC(=O)CSc1nc2cc(S(=O)(=O)N3CCOCC3)ccc2o1	6%	-5%	8%	5%	5%	0	6%	14
COc1cccc(NC(=O)CN(C)C(=O)c2ccc3c(c2)S(=O)(=O)N=C2CCCCCN23)c1	-9%	-21%	0%	4%	10%	-8	2%	-7
CCn1c(/C=C/c2ccc([N+](=O)[O-])o2)nc2ccccc2c1=O	-63%[inhibitor]	u	6%	-94%[inhibitor]	38%[activator]	-23	u	-2
COc1ccc(N2CCN(CC(=O)Nc3c(C)cc(C)cc3C)CC2)cc1	1%	4%	9%	7%	-7%	-14	21%	-2
Cc1ncc(CO)c(CO)c1O	-1%	22%	7%	-4%	13%	29	-19%	0&-10
CC1CC(C)CN(C(=O)C2CCCN(S(=O)(=O)c3cnc[nH]3)C2)C1 (stereo unspecified)	1%	2%	1%	18%	-4%	13	-11%	9
Cc1cccnc1C1=NOC(Cc2ccccc2)C(=O)N1Cc1ccc(F)cc1 (stereo unspecified)	4%	u	6%	u	-4%	1	34%	3
CCCn1cc(S(=O)(=O)c2ccc(OCC)cc2)c(=O)c2cc(C)ccc21	x	19%	x	-14%	x	x	-7%	4
CCOC(=O)N1CCN(C(=O)CCNS(=O)(=O)c2cc(Br)cnc2N)CC1	-5%	-15%	6%	0%	0%	-7	-8%	-3
CCCC(CNC(=O)COC(=O)C1=NNC(=O)CC1)c1ccc(Cl)cc1Cl (stereo unspecified)	1%	-6%	-5%	4%	u	9	5%	3
CC1CN(C(=O)CCC(=O)NCCCc2ccccc2)c2ccccc2O1 (stereo unspecified)	3%	8%	1%	2%	4%	-4	-6%	-3
CCSc1nnc(-c2ccncc2)o1	-1%	-2%	2%	10%	-3%	-7	-19%	22
O=C(NCc1ccc(Cl)cc1)c1ccc(CNS(=O)(=O)c2ccc(F)cc2)cc1	x	-1%	x	-12%	x	x	-10%	-14
Cc1cc(C)cc(-n2c(SCC(=O)Nc3ccccc3F)nc3c(oc4ccccc43)c2=O)c1	x	9%	x	-3%	x	x	5%	5
O=C(NCc1cccnc1)c1ccc(COc2ccccc2Cl)cc1	4%	u	7%	-17%	-17%[57.1 µM]	24	-19%	2
O=C1CSc2ccc(C(=O)NCCC3=CCCCC3)cc2N1	-5%	-7%	10%	1%	-2%	5	21%	-11
Cc1ccc(OCCC(=O)N(CCC(C)C)c2c(N)n(Cc3ccccc3)c(=O)[nH]c2=O)cc1	0%	-8%	-13%	-14%	34%[activator]	13	24%	6
COc1ccc(CCNC(=O)c2ccccc2SC)cc1	6%	17%[9.22 µM]	12%	17%	-11%	-11	14%	-12
Cc1ccc(NC(=O)C2CCN(S(=O)(=O)c3c(C)noc3C)CC2)c(C)c1	x	15%	x	-5%	x	x	-19%	-6
CNc1ccccc1C(=O)OC(C)C(=O)Nc1ccc(Cl)cn1 (stereo unspecified)	-7%	u	17%	-10%	-16%	7	x	1
Cc1nn(Cc2ccc(Cl)cc2Cl)c(C)c1NC(=O)C1C2CCC(O2)C1C(=O)O (stereo unspecified)	-1%	5%	-9%	18%	2%	-3	11%	7
Cc1ccc(CCN2CC(C(=O)NCc3ccco3)CC2=O)cc1 (stereo unspecified)	-1%	-9%	-4%	-4%	-3%	0	15%	-5
Cc1nc(NC(=O)CN2CCOCC2)sc1C(=O)N(C)C	0%	-11%	-1%	-9%	7%	4	2%	-1
CC(C)(C)[C@@H]1COC(=O)[C@@H](Cc2ccc(F)cc2)CC/C=C\C[C@@H](CC(=O)N(CCO)Cc2ccccc2)C(=O)N1	2%	13%	-5%	9%	-14%	42	39%	15
O=C1CC2CS(=O)(=O)CC2N1c1ccc(Cl)cc1Cl (stereo unspecified)	-1%	2%	-1%	-7%	4%	0	3%	3
COc1ccc(N2CCN(c3c(S(=O)(=O)c4ccccc4)cnc4ccc(OC)cc34)CC2)cc1	16%	u	3%	-32%[inhibitor]	11%	28	u	3
C=CCNC(=S)NNC(=O)c1cccc2ccccc12	-1%	u	2%	3%	4%	12	-2%	2
CC1CCCC(NC(=O)COC(=O)CSc2ccc3ccccc3c2)C1C (stereo unspecified)	0%	-20%	15%	6%	-17%	-1	30%	-10
COc1ccc(-c2nnc(C3CCN(S(=O)(=O)c4ccc(C)c(C)c4)CC3)o2)cc1	x	-5%	x	-16%	x	x	-14%	-2
Cc1c(C(=O)O)oc2c1/C(=N\O)CC(C)(C)C2	2%	10%	2%	12%	1%	22	7%	-3

Next section.
SMILES	aSyn rescue	TDP43 rescue	EPAC2 ag	Abeta rescue	EPAC2 antag	D3 antag	FUS yeast rescue	DRD3 agonist
CNC(=O)c1csc(-c2ccccc2)n1	-14%	u	-1%	7%	8%[57.1 µM]	8	10%	2
Cc1ccc(CSc2cn(CCNC(=O)c3cccs3)c3ccccc23)cc1	x	21%	x	-1%	x	x	u	7
COc1cccc(CNC(=O)CSc2nnc(C)c3c(C)n(-c4ccccc4)nc23)c1OC	x	2%	x	-5%	x	x	-11%	-11
CCOc1ccc(Br)cc1S(=O)(=O)Nc1nc(CN2CCOCC2)nc2sc(C)c(C)c12	3%	17%	-8%	3%	5%	-25	-3%	2
CNC(=O)CN(c1cc(OCCOC)c(Cl)cc1Cl)S(=O)(=O)c1ccc(OC)cc1	-9%	-5%	3%	-1%	14%	-7	7%	-4

Structural class, the compounds so far containing fluorine.
SMILES	aSyn rescue	TDP43 rescue	EPAC2 ag	Abeta rescue	EPAC2 antag	D3 antag	FUS yeast rescue	DRD3 agonist
O=C(NCc1ccccc1F)c1ccc(S(=O)(=O)N2CCCC2)cc1	6%	11%	3%	1%	0%	10	10%	2
CCN(Cc1ccccc1)C(=O)c1cnn(-c2ccc(F)cc2)c1-n1cccc1	8%	35µM*	x	-22%	x	x	6%	6
O=C(CSc1nnc(CNC(=O)c2ccc(F)cc2)o1)NCC1CCCO1 (stereo unspecified)	-1%	5%	4%	-2%	-2%	-6	x	4
Cc1cccnc1C1=NOC(Cc2ccccc2)C(=O)N1Cc1ccc(F)cc1 (stereo unspecified)	4%	u	6%	u	-4%	1	34%	3
O=C(NCc1ccc(Cl)cc1)c1ccc(CNS(=O)(=O)c2ccc(F)cc2)cc1	x	-1%	x	-12%	x	x	-10%	-14
Cc1cc(C)cc(-n2c(SCC(=O)Nc3ccccc3F)nc3c(oc4ccccc43)c2=O)c1	x	9%	x	-3%	x	x	5%	5
CC(C)(C)[C@@H]1COC(=O)[C@@H](Cc2ccc(F)cc2)CC/C=C\C[C@@H](CC(=O)N(CCO)Cc2ccccc2)C(=O)N1	2%	13%	-5%	9%	-14%	42	39%	15
